AT treatment: potential ataxia-telangiectasia treatment. […] A-T fibroblasts, KAP-1 phosphorylation AlphaLISA; neocarzinostatin DNA damage 30 min before lysis. Potency, µM (top dose mostly 57.5 µM), inactives show at the highest dose activation, actives largely listed as activators. 320,000 tested, 0.19% active. AID 485349; also: potency is read from the fitted curve at half-maximal effect; % of control where 0% means no effect; nearly all actives have a fitted effect of over 45% in size
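hTERT-immortalized A-T patient fibroblasts ([…]), 500 cells/well in OPTI-MEM, 1% FBS, got compounds for 60 min, then NCS for 30 min at 37C. Lysates were then assayed for phospho-KAP-1 by AlphaLISA (anti-pKAP1 donor, anti-KAP1 acceptor beads), 6 hr at 25C.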
FBPA coupling cs: counter-screen for Giardia aldolase inhibitors: coupling enzyme system; 290,000 tested, 0.67% active; coupling enzyme system counterscreen, AmpLite Red fluorescence; activity change, negative = inhibition, % at 58.2 µM, hits read low; in the data active = activity change below about -30%; also: % is scaled to controls: 0 for no effect and ±100 for the full control effect
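First, compound is pin-transferred into glyceraldehyde-3-phosphate coupling-enzyme reagent at 57.5 uM final and held 10 min at RT. Next, substrate, coupling system and AmpLite Red are added. After 20 min RT, fluorescence (525/598 nm) is read.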
KCNH2 3.1 block: inhibitors of human KCNH2 3.1 potassium channel isoform; U2OS KCNH2 3.1, thallium flux FluxOr; hits give low values; activity change, % (tested at about 1.8 µM); 340,000 tested, 0.95% active;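 active = maximum activity change below -70%; inconclusive = maximum activity change from -70% to -50%; inactive = maximum activity change above -50%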;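 also: thallium influx rate constant from kinetic fluorescence after stimulation buffer; % is scaled to controls: 0 for no effect and ±100 for the full control effect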
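Thallium flux read-out: FluxOr dye with Red40 quencher in HBSS/HEPES, 45 min at RT. Rate constants from kinetic reads were normalized to positive and negative DMSO controls. Cells: U2OS virally expressing the 3.1 isoform.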
KCNH2 WT inh: inhibitors of human wildtype KCNH2 potassium channel | AID 720551 | activity change, % at 1.84 µM | Q12809 | U2OS, BacMam KCNH2, thallium flux FluxOr; hits give low values | 340,000 tested, 0.37% active;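 active = maximum activity change below -70%; inconclusive = maximum activity change between -70% and -50%; inactive = maximum activity change above -50%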; also: % is scaled to controls: 0 for no effect and ±100 for the full control effect
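U2OS cells transduced with wild-type KCNH2 virus are loaded with FluxOr dye for 45 min, and thallium flux is measured in kinetic reads before and after stimulation buffer. Rate constants are normalized to DMSO controls.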
Integrin act MD: activators of alpha7 integrin expression for muscular dystrophy; 350,000 tested, 0.064% active; AID 624291; Potency, µM (highest dose often 38.3 µM), inactives show at the top dose activation, usual class: activators; alpha7betagal myoblasts, beta-gal FDG fluorescence, 48 h;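 also: potency is read from the fitted curve at half-maximal effect; 100% = response of the positive control SU9516; nearly all actives have a fitted effect of over 60% in size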
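alpha7betagal+/- myoblasts (passage 13, 250/well) treated 48 h at 37C with compounds at 1:260 dilution of DMSO stock. Lysed, then beta-galactosidase activity read as FDG fluorescence (ex 480/em 540) after 30 min, with pre-read for autofluorescence.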
TRPV1 agonist: human TRPV1 agonism; activation, % at 8.33 µM; Q8NER1; TRPV1-expressing cells, Fluo-8 calcium influx, agonist mode; 320,000 tested, 0.19% active; in the data active = activation above about 80%; inconclusive = between about 30% and that limit; also: 0% is about no effect
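TRPV1-expressing cells were cultured overnight at 35.5C and loaded with Fluo-8 calcium dye for 40 to 90 min at room temperature. After a 10 s baseline, compound was added and calcium influx was read kinetically for 3 min (ex 480/em 520 nm).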
CXXC DNA block: blocks binding of human MLL CXXC domain to DNA. Q03164. MLL-CXXC / FITC-HOXA9 DNA fluorescence polarization. Potency, µM (series often up to 115 µM), inactives show at the highest dose activity change, negative = inhibition, most hits filed as inhibitors. 290,000 tested, 0.037% active; active = well fitted inhibition curve with a large enough effect in the polarisation, with a control signal flat, not every such curve was filed as active; inconclusive = small, poorly fitted or top-dose-only effect, or effect the other way, or a change in a side signal; inactive = no such curve, though single readings can be large or run the other way; the % refers to the polarisation; also: potency is read from the fitted curve at half-maximal effect
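Fluorescence polarization: 7 uM MLL-CXXC (stock) preincubated 5 min with compounds, then 50 nM fluorescein-HOX-A9 DNA (stock) added; 30 min ambient. Buffer 50 mM Tris-HCl pH 7.5, 50 mM NaCl, 1 mM DTT, 0.05% BSA.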
GALK inhibitor: blocks human galactokinase activity. 270,000 tested, 0.007% active. Purified GALK, Kinase-Glo residual ATP luminescence. Potency, µM (highest dose often 57.5 µM), for the others: at the highest dose activity change, negative = inhibition, most hits filed as inhibitors; also: potency is read from the fitted curve at half-maximal effect; % is scaled to controls: 0 for no effect and ±100 for the full control effect
Target sequence (P51570 whole entry, looked up): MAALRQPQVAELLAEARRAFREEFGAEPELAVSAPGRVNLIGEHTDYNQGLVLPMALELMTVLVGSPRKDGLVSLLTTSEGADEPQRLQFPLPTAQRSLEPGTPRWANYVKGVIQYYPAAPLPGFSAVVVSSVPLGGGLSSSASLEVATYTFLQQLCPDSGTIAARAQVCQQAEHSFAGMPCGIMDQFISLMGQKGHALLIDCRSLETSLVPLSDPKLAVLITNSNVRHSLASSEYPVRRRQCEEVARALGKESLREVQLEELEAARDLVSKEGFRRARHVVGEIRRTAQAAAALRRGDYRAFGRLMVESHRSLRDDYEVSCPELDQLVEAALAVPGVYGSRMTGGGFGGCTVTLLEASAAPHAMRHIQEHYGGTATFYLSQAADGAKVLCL
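Compounds were pin-transferred into ATP buffer (35 uM final), then GALK plus galactose (5 nM, 100 uM final) was added. After 1 h at room temperature, Kinase-Glo Plus was added and luminescence read after 10 min.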
ASM inhibitor: human S-ASM enzyme inhibition. 340,000 tested, 0.006% active. Potency, µM (titrated, usually from 57.5 µM), for the others: at the highest dose activity change, negative = inhibition, usual class: inhibitors. P17405. placental ASM, HMU-PC fluorogenic substrate, 60 min; also: potency is read from the fitted curve at half-maximal effect
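Fluorogenic HMU-PC substrate (9 uM final) is turned over by placental ASM in 60 min at 37 C after a 10 min compound preincubation. Reaction ended by alkaline stop (pH 10), with fluorescence read at 386/447 nm.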
MBNL1 CUG block: MBNL1-poly(CUG) RNA binding inhibition; 280,000 tested, 0.036% active; AID 2675; Q9NR56; Potency, µM (titrated, usually from 57.5 µM), without a hit: at the top dose activity change, negative = inhibition, most hits filed as inhibitors; TR-FRET MBNL1-His/biotin-(CUG)12 binding, 665/545 ratio; active = well fitted inhibition curve with a large enough effect in the signal ratio, with a control signal flat, not every such curve was filed as active; inconclusive = small, poorly fitted or top-dose-only effect, or effect the other way, or a change in a side signal; inactive = no such curve, though single readings can be large or run the other way; the % refers to the signal ratio; also: potency is read from the fitted curve at half-maximal effect; % is scaled to controls: 0 for no effect and ±100 for the full control effect
Target sequence (Q9NR56 whole entry, looked up): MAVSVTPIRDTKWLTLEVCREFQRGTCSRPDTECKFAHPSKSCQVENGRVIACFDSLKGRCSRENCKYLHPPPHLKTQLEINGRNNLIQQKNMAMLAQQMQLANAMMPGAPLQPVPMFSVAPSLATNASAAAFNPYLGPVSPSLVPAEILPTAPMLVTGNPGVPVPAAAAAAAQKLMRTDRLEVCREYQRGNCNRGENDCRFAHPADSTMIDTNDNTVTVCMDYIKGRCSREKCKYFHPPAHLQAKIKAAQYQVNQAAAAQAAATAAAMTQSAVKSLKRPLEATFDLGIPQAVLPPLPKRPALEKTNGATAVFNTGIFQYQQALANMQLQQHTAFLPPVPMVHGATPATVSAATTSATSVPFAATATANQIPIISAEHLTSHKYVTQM
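MBNL1-His + Biotin-(CUG)12, cpd titration 92 nM–58 uM; Tb anti-His Ab 0.055 ng/ul, SA-XL665 5 nM (final); 60 min RT; ratiometric 665/545 nm, Ex 340 nm; normalized to buffer and full-complex controls.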
* marks the source's active call; other numbers are inactive results; i = inactive; u = inconclusive; x = not tested or not shown; [ ] = remark or other dose. Unless noted, calls follow the shape of the dose curve; as a rule, active = well fitted curve in the direction sought with a large enough effect; inconclusive = small, poorly fitted or top-dose-only effect, or another doubt; inactive = no such curve, though single readings can be large; an effect the other way counts as inactive or inconclusive.

Each structure is followed by: FBPA coupling cs	ASM inhibitor	Integrin act MD	KCNH2 WT inh	TRPV1 agonist	MBNL1 CUG block	KCNH2 3.1 block	CXXC DNA block	AT treatment	GALK inhibitor
- COc1cc(Cl)ccc1NC(=S)N(CCCN1CCOCC1)Cc1cn(C)c2ccccc12
→ -3.2	-0.3%	2.6%	0.1	1.6	u	-1.3	0.3%	9.8%	-1.7%
- COc1ccc(NC(=O)C2CCCN2S(=O)(=O)c2ccc3c(c2)CCC(=O)N3)cc1 (stereo not given)
→ 2.1	2.2%	9.2%	3.7	-0.4	-1.9%	-1.4	-5.0%	8.3%	1.9%
- O=C(Nc1ncccc1Cl)C1COc2ccccc2O1 (stereo not given)
→ 0.7	-3.8%	38.7%	-2.8	-5.6	-6.7%	-3.2	-2.5%	19.8%	-0.3%
- COc1cc(/C=C/C(=O)OCC(=O)NCCc2ccccc2)ccc1OC(F)F
→ x	-6.5%	19.3%	1.4	0.1	u	-2.3	33.4%[activator]	7.5%	7.2%
- O=C1C(Cl)=C(N2CCCC2)C(=O)N1c1ccc(F)cc1
→ -2.9	-1.4%	-11.5%	14.4	1.3	u	8.2	-13.0%	2.5%	0.9%
- C=CCn1c2ccccc2c2nnc(SCC(=O)NC(C(=O)OC)C(C)C)nc21 (stereo not given)
→ 5.2	-2.2%	10.9%	-6.9	1.2	14.2%	-21.7	-4.8%	3.2%	0.4%
- O=C(NCC(c1ccccc1Cl)N1CCCC1)C1CCN(C(=O)Nc2ccccc2)CC1 (stereo not given)
→ x	6.7%	-43.7%	-2.2	12.6	x	10.8	x	5.8%	x
- Cc1ccc(C(=O)N/N=C\c2cccn2C)cn1
→ -5.8	4.4%	19.5%	-0.8	-10.2	u	7.1	5.3%	-1.0%	0.0%
- COc1ccc(-n2nccc2-c2nn(-c3cccc(OC)c3)c(=O)n(C)c2=O)cc1
→ 4.4	-0.6%	u	-15.7	10.9	u	2.9	6.5%	-3.7%	0.4%
- CCOC(=O)N1CCN(c2c(NCc3ccc(N(C)C)cc3)c(=O)c2=O)CC1
→ 1.4	7.6%	-2.0%	15.8	-2.4	-9.1%	-5.5	15.0%	9.1%	2.8%
- Cn1cc(CN2CCC(C(O)CCc3ccccc3)CC2)c(-c2ccccc2F)n1 (stereo not given)
→ 0.4	-0.1%	-25.4%	26.4	-1.5	1.6%	-8.6	-7.1%	-9.2%	-1.3%
- C/C(CC(=O)C(F)(F)F)=N\NC(=O)/C(C#N)=C/N(C)C
→ 0.5	-1.3%	-19.2%	-6.3	1.6	0.7%	29.1	8.6%	4.4%	-1.5%
- Cc1noc(C)c1S(=O)(=O)Nc1ccc2c(c1)CC(=O)N([C@H](C)CO)C[C@H](C)[C@H](CN(C)S(=O)(=O)c1ccc(F)cc1)O2
→ x	-7.4%	-12.9%	1.5	x	x	-3.6	x	1.8%	x
- Cc1ccc(-n2c(SCC(=O)OC(C)C)nnc2-c2ccco2)cc1
→ 2.9	2.7%	14.1%	13.0	-5.1	2.8%	0.5	-0.6%	5.0%	2.2%
- COCCn1c(SCC(=O)Nc2cccc(S(N)(=O)=O)c2)nc2ccccc21
→ 1.0	-4.8%	11.5%	6.1	-7.4	-10.5%	-4.1	4.0%	x	-0.4%
- O=C(CSc1ccc2ccccc2c1)Nc1ccc(S(=O)(=O)Nc2nccs2)cc1
→ 4.9	-6.7%	2.2%	-1.1	0.4	8.3%	-3.2	4.4%	3.3%	-2.6%
- COCCN(CCOC)C(=O)c1cc2c(=O)n3ccccc3nc2s1
→ -13.6	i	12.4%	5.7	-1.5	u	-10.8	9.3%	10.1%	0.3%
- COc1cccc(C(=O)CSc2nnc(-c3cc(OC)c(OC)c(OC)c3)o2)c1
→ -1.6	-17.6%	-4.8%	3.0	24.4	88.5%[activator]	-7.3	-13.5%	x	1.9%
- COc1cccc(CNC(=O)C23CN(Cc4ccccc4)CC2C(c2ccc([N+](=O)[O-])cc2)=NO3)c1 (stereo not given)
→ 0.0	1.3%	7.4%	-1.1	0.0	u	-101.8*	-10.0%	5.0%	-1.5%
- CCO[C@H]1OC(C(=O)N2CCOCC2)=C[C@@H](c2cn(C(C)=O)c3ccccc23)[C@@H]1CCCO
→ 4.7	5.5%	36.0%	-3.6	4.8	-3.8%	18.6	-6.9%	2.2%	1.6%
- COC(=O)c1cccc(Cn2c(Cl)c(/C=N/Nc3ccccc3C)sc2=O)c1
→ -1.2	-15.0%	-15.5%	-0.5	-0.9	x	4.1	-3.7%	-6.2%	0.4%
- COc1ccc(N2CCC(CNC(=O)Nc3ccc(Cl)cc3)C2)cc1 (stereo not given)
→ -4.4	-19.5%	-37.6%	3.3	u	3.7%	-3.5	1.7%	-3.6%	-0.9%
- NS(=O)(=O)c1ccc(CNC(=O)c2ccc(Br)o2)cc1
→ 0.8	2.2%	9.2%	-9.7	-0.7	-7.8%	3.1	1.8%	1.0%	0.9%
- CN(C)S(=O)(=O)c1ccc2c(c1)C(=NNC(N)=O)c1cc(S(=O)(=O)N(C)C)ccc1-2
→ 2.2	8.0%	-26.3%	-9.1	-0.7	u	-12.2	5.6%	-14.3%	x
- COc1ccccc1N1CCN(C(=O)c2sc3ncn(CC(=O)N4CCC(C)CC4)c(=O)c3c2C)CC1
→ 5.1	-0.4%	5.4%	-5.8	-0.2	-0.1%	-5.1	13.5%	4.7%	-1.1%
- CN(C)S(=O)(=O)c1ccc(C(=O)OCc2nnc(-c3ccccc3)o2)cc1
→ 0.2	-2.2%	-13.8%	3.5	-0.4	-0.3%	1.5	-7.3%	-6.8%	-3.2%
- Cc1ccc(N2C(=O)CC(n3ccnc3)C2=O)cc1C (stereo not given)
→ 1.1	-0.2%	3.6%	-11.5	5.0	-1.5%	-7.3	-3.9%	1.0%	2.6%
- CCN(CC(=O)Nc1ccc(NC(C)=O)cc1)C(=O)c1ccc(C(=O)c2ccccc2)cc1
→ x	-1.2%	-25.6%	-0.2	-0.1	x	10.7	x	3.3%	x
- Cc1csc(NC(C)c2nc3cc(Cl)c(N4CCCCC4)cc3n2CCOCCO)n1 (stereo not given)
→ x	5.0%	8.2%	-1.6	x	x	-4.1	x	x	x
- Cc1ccc(S(=O)(=O)N2CCC(=O)N(C(COCc3cccc(C)c3)Cc3ccccc3)CC2)cc1 (stereo not given)
→ -2.1	4.3%	-3.9%	8.1	u	-17.3%	-6.9	-1.8%	10.1%	x
- CCCC(C)NNC(=O)c1cc2ccccc2[nH]1 (stereo not given)
→ 2.7	2.3%	-11.7%	-19.5	24.5	-3.1%	13.5	-1.0%	3.3%	1.1%
- COc1ccc(CCNC(=O)CN2C(=O)NC(Cc3c[nH]c4ccccc34)C2=O)cc1 (stereo not given)
→ -0.2	1.6%	5.4%	-8.7	-1.1	-2.5%	2.6	1.4%	2.7%	1.5%
- CCCC(C)C(=O)Nc1nc(C)c(-c2csc(Nc3ccccc3OC)n2)s1 (stereo not given)
→ -3.0	3.0%	-4.5%	x	-0.4	121.7%[activator]	x	14.3%	2.3%	-0.8%
- COc1ccc(/C=C/C(=O)OCC(=O)Nc2ccc(N3CCOCC3)cc2)cc1
→ 4.7	2.0%	22.2%	x	3.5	-8.2%	-6.9	1.4%	1.9%	-1.6%
- CC1CCCCC12NC(=O)N(CC(=O)OCC(=O)NC(=O)c1ccccc1)C2=O (stereo not given)
→ x	2.0%	10.1%	-10.6	-2.0	x	-6.4	x	-6.5%	x
- O=C(NCCCNC(=O)c1cccnc1)c1ccc(Cl)cc1
→ 1.5	-3.9%	1.0%	9.3	0.5	-1.8%	-5.6	-0.9%	0.2%	8.5%
- CC(=O)Nc1ccc(-c2nnc(SCC(=O)c3ccc4c(c3)Cc3ccccc3-4)n2C)cc1
→ 3.2	-3.1%	-4.9%[7.66 µM]	3.9	-4.9	15.8%	-14.1	-0.1%	-8.0%	-2.4%
- O=C(Nc1cccnc1)C1CC(=O)N(c2ccc(F)cc2)C1 (stereo not given)
→ -3.3	-0.7%	15.8%	4.5	0.2	-11.0%	6.7	5.3%	-0.7%	0.1%
- Cc1cc(Nc2ccc(F)cc2C)n2nc(C)nc2n1
→ 1.5	-0.5%	2.3%	-2.4	-2.9	0.3%	1.1	1.6%	1.1%	2.3%
- COc1ccc(C(=O)NC2CCN(C(=S)Nc3cccc(C)c3C)CC2)cc1
→ 0.4	5.3%	-4.8%	-0.1	1.0	-6.4%	-1.4	28.8%	3.3%	0.8%
- CN(CC(=O)Nc1ccccc1C(F)(F)F)C(=O)C1CCN(C(=O)c2ccc(Cl)cc2)CC1
→ x	6.4%	-13.3%	-1.1	0.1	x	-0.7	x	-0.2%	x
